# LDHA inh: LDHA (human) enzyme inhibition | P00338 | purified LDHA, NADH/diaphorase-resazurin fluorescence; stronger effect = lower value | activity change, % (values are at about 110 or 230 µM) | 480,000 compounds, 0.15% hits; in the data active = activity change below about -30%; inconclusive = mostly about -25% to -30%;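 note: plate controls were DMSO wells for no effect and wells without enzyme for full effect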
#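 Human LDH5 at 2 nM final in Tris HCl pH 7.4 with 0.06 mM NADH and 0.2 mM pyruvate, reacted 5 minutes at room temperature. Remaining NADH coupled via diaphorase/resazurin; resorufin fluorescence read at 0 and 20 minutes, normalized to enzyme-free and DMSO wells.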
# Vif-A3F inh: blocks the Vif interaction with APOBEC3F | HeLa A3F-eYFP + Vif (tagged APOBEC3F with the HIV-1 protein that degrades it), YFP fluorescence increase | Potency, µM (top dose mostly 46.1 µM), inactives show at the highest dose activity, negative = active | 390,000 compounds, 0.2% hits; note: potency is the fitted concentration of half-maximal effect; % of control where 0% means no effect; nearly all actives have a fitted effect of over 65% in size
#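 HeLa cells stably expressing A3F-eYFP plus Vif, plated and incubated overnight at 37 deg C, then exposed to compounds overnight at 37 deg C. Blocked degradation read as raised yellow fluorescence (Ex 488/Em 500-530).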
# GRP78 ERSR act: inducers of ER stress response in human glioma cells. 420,000 compounds, 0.02% hits. Potency, µM, for the others: top-dose activation, hits mostly activators. U87-MG GRP78 promoter luciferase reporter, 16 h; note: potency is the fitted concentration of half-maximal effect; series mostly up to about 76 µM; % of control where 0% means no effect; nearly all actives have a fitted effect of over 35% in size
#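 ERSR induction read as luciferase luminescence (Bright-Glo, 10 min at room temperature) in stably transfected human U87-MG glioma cells exposed to compounds for 16 h, using GRP78 as sensor.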
# PI4K2A block: inhibitors of human PI4K2A; Q9BTU6; 420,000 compounds, 0.13% hits; purified PI4K2A, ADP-Glo luminescence, 1 h; stronger effect = lower value; activity change, negative = inhibition, % at 76.9 µM; in the data active = activity change below about -50%; inconclusive = mostly about -30% to -49%;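 note: -100% = wells without enzyme as full effect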
#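 ADP-Glo luminescence measured ADP generated by PI4K2A enzyme (4 ug/mL before mixing) with 1.2 mM PI substrate (pre-mix) and 300 microM ATP (pre-mix). Tris pH7.5 buffer with MgCl2, Triton X-100; 1 h reaction at ambient temperature.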
# USP1-UAF1 inh: inhibitors of human USP1/UAF1 deubiquitinase; O94782; recombinant USP1/UAF1, Ub-Rhodamine cleavage fluorescence; Potency, µM (top dose mostly 57.1 µM), without a hit: at the top dose activity change, negative = inhibition, most hits filed as inhibitors; 390,000 compounds, 0.23% hits; AID 743255; note: potency is the fitted concentration of half-maximal effect; % is set by controls: 0 for no effect and ±100 for the full control effect; nearly all actives have a fitted effect of over 60% in size; inactives centre near -12
#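 In this screen, compounds sit with the deubiquitinase complex (1nM) for 15 min at room temperature before Ub-Rho is added at 150nM final. Fluorescence rise is then followed for 6 reads every 60 seconds.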
# TrxR1 substrate: substrates of rat thioredoxin reductase 1; O89049; purified TrxR1 substrate turnover, NADPH consumption readout; Potency, µM (highest dose often 114 µM), for the others: at the top dose activity change, negative = substrate turnover; 390,000 compounds, 0.01% hits; AID 588456; note: potency is the fitted concentration of half-maximal effect; % is set by controls: 0 for no effect and ±100 for the full control effect; nearly all actives have a fitted effect of over 50% in size
#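 Rat TrxR1, dispensed at 90 nM, was prereduced with 400 uM NADPH (final) for 5 min at ~22 deg C, then incubated with compound 15 min before 400 uM selenite. A first-read NADPH fluorescence drop versus no-compound background flagged substrates.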
# mIDH1 inhibitor: inhibitors of human mutant IDH1 R132H. IDH1-R132H enzyme, NADPH consumption, diaphorase/resazurin fluorescence. O75874. Potency, µM (doses to about 76.6 µM), without a hit: at the top dose activity change, negative = inhibition, usual class: inhibitors. 390,000 compounds, 0.093% hits; note: potency is the fitted concentration of half-maximal effect; % is set by controls: 0 for no effect and ±100 for the full control effect; nearly all actives have a fitted effect of over 65% in size
#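 IDH1-R132H (0.5 ug/mL) preincubated 30 min with compound, then NADPH (0.016 mM) and alpha-KG (2 mM) added; 80 min at RT, pH 7.5. Remaining NADPH coupled via diaphorase/resazurin to fluorescence (540/590 nm); concentration-response curves normalized to no-enzyme control.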
# Vif-APOBEC3G blk: Vif-A3G binding inhibition | Q9HC16 | HeLa A3G-eYFP + Vif (tagged APOBEC3G with the HIV-1 protein that degrades it), YFP fluorescence, overnight | Potency, µM (highest dose often 46.1 µM), for the others: at the top dose activity, negative = active, most hits filed as inhibitors | 410,000 compounds, 0.076% hits;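 note: potency is the fitted concentration of half-maximal effect; % is set by controls: 0 for no effect and ±100 for the full control effect; nearly all actives have a fitted effect of over 60% in size; hits raise eYFP signal because A3G escapes Vif-driven loss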
# Target sequence (Q9HC16 whole entry, looked up): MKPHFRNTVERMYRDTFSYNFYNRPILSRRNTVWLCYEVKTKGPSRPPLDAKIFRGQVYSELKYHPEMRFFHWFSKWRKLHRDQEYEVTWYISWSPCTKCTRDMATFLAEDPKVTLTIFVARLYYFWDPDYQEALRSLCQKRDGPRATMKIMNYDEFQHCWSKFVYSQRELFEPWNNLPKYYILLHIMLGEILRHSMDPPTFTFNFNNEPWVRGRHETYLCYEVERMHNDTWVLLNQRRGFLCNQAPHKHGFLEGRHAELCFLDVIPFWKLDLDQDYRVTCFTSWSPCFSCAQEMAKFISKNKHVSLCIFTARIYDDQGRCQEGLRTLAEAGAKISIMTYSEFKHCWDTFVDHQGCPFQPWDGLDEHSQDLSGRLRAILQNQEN
#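 Read-out is eYFP fluorescence (Ex 488/Em 500-530) from Vif-expressing HeLa A3G-eYFP cells; more signal means A3G escaped Vif-mediated degradation. Cells plated overnight, compound pinned in, incubated overnight at 37 deg C.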
# RXFP1 ag: RXFP1 (human) receptor agonism | Q9HBX9 | AID 2676 | Potency, µM (titrated, usually from 57.5 µM), without a hit: at the top dose activation, actives largely listed as activators | HEK293T-RXFP1 cAMP TR-FRET, 30 min; response scale: percent of porcine relaxin response, buffer zero | 370,000 compounds, 0.3% hits; note: potency is the fitted concentration of half-maximal effect; % is set by controls: 0 for no effect and ±100 for the full control effect; nearly all actives have a fitted effect of over 60% in size; many of its hits are not listed in these tables
#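 HEK293 cells stably expressing RXFP1, treated 30 min at 37C with compounds plus PDE4 inhibitor Ro 20174; cAMP measured by HTRF TR-FRET. Normalized to buffer and 29 nM porcine relaxin; EC50 by Hill fit.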
# Numbers without * were called inactive; ? = inconclusive; . = no result given; & = joins results of further samples; [ ] = remark or other dose. Unless noted, calls come from the whole dose curve; as a rule, active = well fitted curve in the direction sought with a large enough effect; inconclusive = small, poorly fitted or top-dose-only effect, or another doubt; inactive = no such curve, though single readings can be large; an effect the other way counts as inactive or inconclusive.
SMILES,LDHA inh,Vif-A3F inh,GRP78 ERSR act,PI4K2A block,USP1-UAF1 inh,TrxR1 substrate,mIDH1 inhibitor,Vif-APOBEC3G blk,RXFP1 ag
COc1cc(OC)cc(C(=O)NCCCCCCNC(=O)c2cc(OC)cc(OC)c2)c1,-1,10%,-1%,-5,5%,-5%,2%,-10%,-0.1%
COc1ccc2nc(SCC(=O)Nc3ccc(S(=O)(=O)Nc4onc(C)c4C)cc3)[nH]c2c1,-8,-9%,-3%,-3,5%,5%[57.1 µM],2%,0%,2.1%
Cc1ccccc1COC(=O)CNC(=O)c1sc2ccccc2c1Cl,-7,-38%,2%,-3,-28%,-3%,-1%,0%,7.1%
COc1ccc(-c2ccc(=O)n(Cc3cc(=O)n4ccccc4n3)n2)cc1,-5,.,-10%,6,-9%,9%,1%,-5%,11%
CCOc1ccc(C(=O)NCC(=O)OCC(=O)N2C(C)CCCC2C)cc1 (configuration not stated),-3,-4%,-3%,3,-7%,0%,3%,2%,-0.7%
O=C(O)/C=C/c1ccc(O)c(O)c1,20,1%,-2%&-3%&-1%&0%&10%,-2&-4,-24%,9%[57.1 µM],0%,-1%,-1.5%
O=C(Cc1ccc(Br)c2ccccc12)N/N=C/c1ccccn1,0,-5%,-5%,0,0%,-4%,11%,-1%,-2.4%
Clc1cccc(/C=N/Nc2ncnc3ccccc23)c1,-1,-8%,?,5,-13%,-10%,6%,-3%,1.2%
C#CCNC(=O)C1=C[C@@H](C2CC2)C[C@@H](OCc2ccc(CO)cc2)O1,-2,0%,0%,-2,?,11%,12%,0%,0.4%
COC(=O)c1sccc1S(=O)(=O)Nc1ccc(Cl)cc1,-4,12%,-2%,-2,-14%,1%,4%,1%,-0.2%
CCN(CC)S(=O)(=O)c1ccc2c(c1)nc(CN(C)C(=O)Nc1ccc(C)c(F)c1)n2C,4,8%,-2%,2,-26%,3%[57.1 µM],9%,0%,3.3%
CCCCn1nc(C(=O)N(C)CC(=O)Nc2cccc(F)c2)c2ccccc2c1=O,-2&-6,-24%,-4%,7,-9%,-11%,9%,0%,1.6%
S=C(Nc1ccccc1)Nc1nc2ccccc2n1CCOc1ccc(Br)cc1,-8,1%,-2%,1,-19%,-7%,2%,0%,-0.9%
COc1ccc(/C=C/c2nc(N)nc(-c3ccccc3O)n2)cc1OC,6&0,3%,-6%,-5,-15%,0%,0%,-2%,0.8%
Cc1c(C)n(Cc2ccccc2)c2ccc(C(=O)NCc3ccccc3F)cc12,2,-11%,1%,1,-8%,7%[57.1 µM],-4%,?,1.6%
CCN1CCCC1CNCc1ccc(OCc2ccc(Cl)nc2)c(OC)c1 (configuration not stated),-4,-11%,2%,4,4%,5%[57.1 µM],-1%,0%,1.0%
Cc1cc(NC(=O)CSc2nnc(-c3c[nH]c4ccccc34)n2C)no1,-3,2%,-3%,6,-18%,3%[57.1 µM],7%,1%,0.0%
Cc1c(NC(=O)Nc2cccc(Cl)c2)c(=O)n(-c2ccccc2)n1C,-9,-9%,2%,-3,-13%,5%,-2%,-1%,0.4%
COc1ccc(N(CC(=O)N2CCCC2)S(C)(=O)=O)cc1,-6,3%,-1%,4,-13%,6%[57.1 µM],1%,-1%,-2.3%
COc1cccc(-c2cccc(NC(=O)C3CCN(Cc4ccc(CO)o4)CC3)c2)c1,-3,0%,8%,1,-26%,7%,-2%,-4%,1.7%

# Full records as entered above. Order of screens: LDHA inh | Vif-A3F inh | GRP78 ERSR act | PI4K2A block | USP1-UAF1 inh | TrxR1 substrate | mIDH1 inhibitor | Vif-APOBEC3G blk | RXFP1 ag
# S=C(Nc1ccccc1)Nc1nc2ccccc2n1CCOc1ccc(Br)cc1 is listed with -8 | 1% | -2% | 1 | -19% | -7% | 2% | 0% | -0.9%
# COc1ccc(/C=C/c2nc(N)nc(-c3ccccc3O)n2)cc1OC is listed with 6&0 | 3% | -6% | -5 | -15% | 0% | 0% | -2% | 0.8%
# CCN(CC)S(=O)(=O)c1ccc2c(c1)nc(CN(C)C(=O)Nc1ccc(C)c(F)c1)n2C is listed with 4 | 8% | -2% | 2 | -26% | 3%[57.1 µM] | 9% | 0% | 3.3%
# Clc1cccc(/C=N/Nc2ncnc3ccccc23)c1 is listed with -1 | -8% | ? | 5 | -13% | -10% | 6% | -3% | 1.2%

# Not all compounds are listed. The share of hits here may be higher or lower than overall.
